V-ATPase pH: yeast V-ATPase proton transport regulation by pHLuorin. S. cerevisiae, pHLuorin cytosolic pH fluorescence. response, % at 10 µM. 350,000 tested, 0.37% active. AID 504577; in the data active = response mostly above about 7.3%, no sharp cut-off; inactive = mostly below about 5.4%; also: actives read high; inactives centre near 0; some compounds called inactive have numbers as strong as hits; reference of the scale not given here
Wnt act: activates Wnt/beta-catenin signaling in a reporter cell assay; activator, plate reader; activation, % at 9.35 µM; 300,000 tested, 1.2% active; AID 743398; in the data active = activation above about 30%, passing the limit was not always enough; inconclusive = no clear call, values can overlap the other calls;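 also: 0% = neutral control wells and 100% = positive control wells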
dFosB activator: enhances mouse delta FosB homodimer DNA binding. P13346. 340,000 tested, 0.99% active. purified delta FosB, TAMRA-CDK5 oligo fluorescence polarization; percent of positive-control signal above neutral wells. activation, % at 25 µM;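 active = mean activation above about 17%, with every replicate also reaching it, limit read from the data, passing the limit was not always enough; inconclusive = only one of the two conditions met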;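 also: fluorescence polarization rise as delta FosB binds a TAMRA Cdk5 AP-1 oligo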
PvdQ acylase: P. aeruginosa PvdQ acylase inhibition; 340,000 tested, 0.063% active; inhibition, % at 10 µM; AID 488965; purified PvdQ acylase, fluorescence plate reader; in the data active = inhibition above about 30%, passing the limit was not always enough; inconclusive = no clear call, values can overlap the other calls;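 also: 0% = vehicle neutral wells and 100% = reference inhibitor wells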
CDK5 inh: blocks human CDK5/p35 kinase activity | inhibition, % at 10 µM | AID 488839 | 330,000 tested, 0.01% active | Q00535+Q15078 | Recombinant CDK5/p35, ADP-Glo luminescence, 60 min;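 active = highest replicate inhibition of at least 50% and at least 75% of replicates reaching 50%; inconclusive = only one of the two criteria met; inactive = both criteria failed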;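 also: plate controls were DMSO neutral control for no effect and GW8510 at 10 µM for full effect; many of its hits are not listed in these tables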
SR-BI DiI inh: mouse SR-BI HDL lipid transfer inhibition; 320,000 tested, 0.96% active; inhibition, % at 12.5 µM; ldlA[mSR-BI] CHO cells, DiI-HDL uptake fluorescence, 3 h; Q61009;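 active = mean replicate inhibition of at least 70% and a set share of replicates each scoring 70 or more; inconclusive = meets just one of the two criteria; inactive = fails both criteria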;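 also: 0% = median of neutral control wells and 100% = median of positive control wells; values of inactives mirror those of a sister screen read the other way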
HTR5A ag: activates human HTR5A in OPRM1-OPRD1 agonist counter-screen. P47898. HTR5A agonist assay, luminescence, cell-based. activation, % at 9.3 µM. 340,000 tested, 0.61% active. AID 504692; in the data active = activation mostly above about 9.5%, no sharp cut-off; inactive = mostly below about 7.6%;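 also: 0% = cells with vehicle only and 100% = reference agonist; strong numbers were not always called active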
HTR5A inv ctr: HTR5A inverse agonism, opioid heterodimer counter-screen. inhibition, % at 9.3 µM. 340,000 tested, 0.083% active. HTR5A cell line, luminescence. P47898; in the data active = inhibition mostly above about 23%, no sharp cut-off; inactive = mostly below about 18%;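 also: 0% = cells with DMSO and 100% = no-cell wells with DMSO; some compounds called inactive have numbers as strong as hits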
NSD2 HMT inh: NSD2 (human) methyltransferase inhibition; NSD2 peptide methylation, AlphaScreen, 120 min; inhibition, % at 12.5 µM; 310,000 tested, 0.54% active; AID 743445; in the data active = inhibition above about 50%
Target sequence (O96028 whole entry, looked up): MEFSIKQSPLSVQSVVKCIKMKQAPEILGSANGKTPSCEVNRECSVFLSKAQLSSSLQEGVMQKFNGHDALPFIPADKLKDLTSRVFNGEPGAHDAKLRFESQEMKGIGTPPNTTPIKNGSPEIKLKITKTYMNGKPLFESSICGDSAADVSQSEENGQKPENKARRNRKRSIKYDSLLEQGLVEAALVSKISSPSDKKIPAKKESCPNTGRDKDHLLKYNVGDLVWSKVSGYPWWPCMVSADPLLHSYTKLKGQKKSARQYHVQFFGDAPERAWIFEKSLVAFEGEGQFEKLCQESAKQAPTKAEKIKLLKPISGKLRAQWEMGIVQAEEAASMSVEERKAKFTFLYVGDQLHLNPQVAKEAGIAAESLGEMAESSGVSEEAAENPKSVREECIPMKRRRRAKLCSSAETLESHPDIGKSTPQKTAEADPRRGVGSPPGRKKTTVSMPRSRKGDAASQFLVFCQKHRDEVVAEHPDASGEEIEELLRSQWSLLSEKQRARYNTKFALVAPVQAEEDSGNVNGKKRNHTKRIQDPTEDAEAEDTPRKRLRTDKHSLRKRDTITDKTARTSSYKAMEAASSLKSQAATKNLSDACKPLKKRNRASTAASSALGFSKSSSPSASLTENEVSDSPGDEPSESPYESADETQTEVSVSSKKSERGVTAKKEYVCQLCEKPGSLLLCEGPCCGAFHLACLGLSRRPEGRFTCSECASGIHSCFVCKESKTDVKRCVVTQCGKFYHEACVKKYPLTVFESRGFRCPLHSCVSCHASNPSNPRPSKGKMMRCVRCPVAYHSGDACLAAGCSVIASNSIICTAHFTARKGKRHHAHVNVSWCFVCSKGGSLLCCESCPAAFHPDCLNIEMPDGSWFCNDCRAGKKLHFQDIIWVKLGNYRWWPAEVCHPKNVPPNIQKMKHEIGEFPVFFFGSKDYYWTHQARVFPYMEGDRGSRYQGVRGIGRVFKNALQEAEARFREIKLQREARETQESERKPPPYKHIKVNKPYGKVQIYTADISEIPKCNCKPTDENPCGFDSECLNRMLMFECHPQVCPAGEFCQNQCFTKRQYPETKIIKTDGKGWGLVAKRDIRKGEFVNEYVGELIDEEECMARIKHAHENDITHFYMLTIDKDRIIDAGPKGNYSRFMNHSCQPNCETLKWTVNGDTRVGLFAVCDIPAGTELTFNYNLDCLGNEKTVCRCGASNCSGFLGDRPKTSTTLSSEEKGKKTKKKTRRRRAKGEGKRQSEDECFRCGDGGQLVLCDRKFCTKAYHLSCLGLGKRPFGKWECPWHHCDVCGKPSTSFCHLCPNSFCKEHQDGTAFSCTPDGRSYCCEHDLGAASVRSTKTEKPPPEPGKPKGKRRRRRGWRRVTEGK
MITF act: increases MITF-driven TRPM1 promoter luciferase signal; SK-MEL-5 TRPM1-promoter luciferase, 24 h; % of positive control, neutral wells = 0; activation, % at 12.5 µM; 300,000 tested, 0.75% active;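 active = mean activation of at least 80% with every replicate also reaching 80%; inconclusive = mean reaches 80% but some replicate falls short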;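 also: 0% = neutral control wells and 100% = parthenolide positive control wells; values of inactives mirror those of a sister screen read the other way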
* marks the source's active call; other numbers are inactive results; ? = inconclusive; . = no result given. Compounds were not picked by outcome; any-hit rate near 5%.

SMILES	V-ATPase pH	Wnt act	dFosB activator	PvdQ acylase	CDK5 inh	SR-BI DiI inh	HTR5A ag	HTR5A inv ctr	NSD2 HMT inh	MITF act
CN(CC(=O)N1CCN(c2ccccc2F)CC1)S(=O)(=O)c1cnc[nH]1	0.4	1.2	0.6	-6.0	3.0	-5.5	-0.2	-15.2	1.1	-9.0
CC(C)c1ccc(/C=C/C(=O)NCCC2=CCCCC2)cc1	0.9	3.0	-6.2	-6.4	0.2	.	-1.7	5.7	-0.8	8.7
CCSc1nc(C)cc(Oc2ccc(=O)n(C)n2)n1	-4.8	21.0	8.7	-1.1	0.0	1.3	-1.6	89.3*	-1.1	.
COc1ccc(C(CNC(=O)c2cc3c(s2)CCC(C)C3)N2CCOCC2)cc1 (centres undefined)	-0.7	-0.4	-9.6	14.8	2.4	7.4	0.0	0.1	-0.1	0.1
CC1CCCN(C(=O)Cn2nnc(-c3ccc(S(C)(=O)=O)cc3)n2)C1 (centres undefined)	0.4	0.6	1.5	-7.6	-1.4	-1.6	-1.1	3.9	-0.5	.
CCC(C)Nc1nnc(SCC(=O)c2c(N)n(C3CC3)c(=O)[nH]c2=O)s1 (centres undefined)	-1.2	-0.7	-2.7	-10.2	-0.7	-16.0	-3.7	14.4	5.4	12.1
CCN(CC)CCn1c(NCc2cccc(OC)c2OC)nc2ccccc21	0.2	-3.7	11.5	-4.3	-0.3	-17.7	.	.	32.9	3.6
COc1ccc(CNC(=O)C2CCN(S(=O)(=O)c3ccccc3)CC2)cc1	-3.7	-2.5	-5.2	-8.3	-0.1	-7.1	20.7*	-49.8	-3.4	2.5
O=C(NCCc1ccccc1)c1ccc2c(c1)OCO2	3.7	-2.5	-4.3	-12.9	1.6	-11.0	7.7	-20.6	-1.6	-50.5
CN1/C(=C/C=C(C#N)C#N)C(C)(C)c2ccccc21	-4.1	0.5	-9.0	4.1	0.1	5.0	-0.3	0.9	-2.7	12.4
CC(OC(=O)C1CCCO1)C(=O)NC1CCCC1 (centres undefined)	-3.1	.	-1.8	-11.1	2.4	-13.2	-5.2	2.3	-1.4	-1.0
COc1ccc(CC(=O)O/N=C(\N)c2ccccc2)cc1OC	1.8	4.4	-5.7	-8.6	-1.2	2.3	-3.7	13.1	-5.5	0.2
Cc1cc(NC(=O)C2C3C(=O)N(CCC(C)C)C(C(=O)NCc4ccccc4)C34C=CC2(C)O4)no1 (centres undefined)	-1.5	.	-5.1	-12.8	0.1	-12.1	4.6	18.3	4.4	13.1
Cc1nc(NC(=O)COC(=O)c2cc3c(s2)CCC(C)C3)c(Cl)cc1Cl (centres undefined)	-5.1	.	-2.2	-1.3	-1.2	-11.9	2.8	-13.1	-1.8	-8.1
COc1cccc(CN2CCc3ccc(NC(=O)CCc4ccc(C)cc4)cc3C2)c1O	1.5	-1.0	-0.9	-8.7	.	64.4	3.9	-15.7	1.9	6.4
CN(C(=O)c1ccc2c(=O)n3c(nc2c1)CCCCC3)c1ccccc1Cl	-2.1	8.9	-5.3	2.7	-0.1	.	-2.0	-10.4	-3.8	11.2
O=C(NC1CCN(Cc2ccccc2)CC1)c1ccc(Cn2c(=S)[nH]c3ccc(N4CCOCC4)cc3c2=O)cc1	-3.6	13.0	34.2*	-16.8	-0.2	-21.2	1.2	3.5	-4.8	81.1*
CCOC(=O)C(NC(=O)Nc1ccc(F)cc1F)(Oc1ccccc1)C(F)(F)F (centres undefined)	-4.0	.	4.7	6.7	.	-0.8	3.1	1.9	12.3	-4.9
Cc1ccc(S(=O)(=O)Oc2ccc3ccc(O)cc3c2)cc1	1.4	-0.8	-5.8	-5.8	0.8	2.3	0.6	-2.0	.	.
CCN(CC(=O)Nc1cc(Cl)ccc1C)C(=O)c1ccc2c(c1)NC(=O)C(C)S2 (centres undefined)	-2.6	-5.3	-7.3	-8.9	-1.4	14.3	-1.1	2.7	0.7	-2.6
O=C(CCC(=O)Nc1ccc(Br)cc1)N/N=C/c1ccc(O)cc1	0.9	-9.1	1.0	7.4	1.1	12.5	-2.3	9.0	-4.1	.
COc1ccccc1-n1cnc2cc(NCc3ccco3)ccc21	0.3	-13.2	-4.0	11.6	0.0	75.8*	3.9	-10.0	0.4	2.0
O=C(NCCCN1CCCCC1)C1CCCN(c2ncnc3c2nc2n3CCCCC2)C1 (centres undefined)	-2.0	-2.1	2.6	-9.2	-0.5	-7.6	3.3	3.8	1.9	0.4
C=CCNC(=S)N/N=C/c1ccc(OCc2ccccc2Cl)cc1	1.0	.	-22.1	-12.1	1.5	15.7	9.3	-21.0	2.3	-8.2
Cn1c(=O)n(C)c2cc(S(=O)(=O)NCCO)ccc21	3.8	.	-3.3	-2.0	1.9	-23.1	12.4	4.9	.	-1.2
CS(=O)(=O)c1cccc(-c2nnc(NC(=O)c3ccc(S(=O)(=O)N4CCCC4)cc3)o2)c1	1.2	-2.8	-6.2	-11.4	1.2	2.3	5.5	6.9	1.7	-2.5
Cc1cccn2c(=O)c3cc(C(=O)NCC4CCCO4)c(=N)n(C4CCCCC4)c3nc12 (centres undefined)	5.7	1.3	2.7	-22.7	1.1	.	0.1	8.9	4.0	-0.4
COC(=O)c1ccc(OC(=O)c2nn(C)cc2Cl)c(OC)c1	-2.4	.	-2.8	14.2	-0.7	-12.0	0.3	4.4	-1.5	1.4
CCOC(=O)c1ccccc1NC(=O)CSc1nnc(Cc2cccn2C)n1-c1ccc(F)cc1	-1.1	3.3	-8.5	-12.0	1.0	35.1	-0.5	-19.4	1.9	-3.0
COc1ccc(S(=O)(=O)N2CCN(c3cnccn3)CC2)cc1OC	16.4*	-2.8	-12.5	-6.0	0.0	-7.1	-1.1	4.1	0.1	4.5
O=C(CCCc1ccccc1)NCc1ccccn1	4.1	.	-3.4	-8.1	0.6	-14.0	-1.5	5.4	.	8.5
CC(=O)N/N=C\c1ccccc1OC/C=C/c1ccccc1	-3.8	41.6*	-10.3	2.6	-0.1	21.6	-2.3	-4.8	-1.3	?
COc1ccc(S(=O)(=O)/N=C2/NC(=O)/C(=C/c3ccco3)S2)cc1	-2.9	-2.9	-15.8	-7.8	-4.8	-20.7	-0.5	1.4	26.1	-14.7
CCN(CC)c1ccc(C(=O)OCc2cc(=O)oc3cc(O)ccc23)cc1	-2.7	.	-15.2	9.8	-0.7	59.2	-1.0	-25.1	-7.0	-25.1
CSc1nc2sc3c(c2c(=O)n1C)CCC3	-1.1	-0.5	-2.0	-14.5	0.0	-9.7	-0.5	1.9	-1.2	-10.8
COc1ccc(-c2nc3ccccc3c(=O)n2NC(=S)N(C)C)cc1	4.5	-1.9	1.5	-2.3	-0.6	16.4	-2.0	-14.5	-0.7	-4.4
N#CC(C#N)=C(N)/C(C#N)=C/c1cc(O)c(O)c(O)c1	2.6	-1.5	-3.1	-4.7	3.1	1.4	-8.4	29.9*	.	5.5
CCNc1nc(NC(C)(C)C)nc(N2CCCC2)n1	2.1	.	-2.0	-13.4	0.0	-13.7	2.0	-18.9	0.4	6.7
CCOP(=O)(OCC)C(NC(=O)Nc1c(C)cc(C)cc1C)c1ccccc1 (centres undefined)	1.5	-2.6	1.7	-9.2	2.3	17.7	-1.4	-1.9	0.5	-3.4
CCCCOc1ccc(C2C(C(=O)c3cccs3)=C(O)C(=O)N2CCN2CCOCC2)cc1 (centres undefined)	4.1	0.0	-6.1	-1.7	-3.7	-10.2	-3.2	11.7	11.8	.
Cn1c(SCC2CCCO2)nnc1-c1ccc([N+](=O)[O-])cc1 (centres undefined)	-1.6	0.0	-1.6	-7.1	0.8	19.1	1.1	0.0	-3.2	0.8
COC(=O)C1=C(C)NC(=O)/C1=C\c1cc(C)n(-c2ccccc2F)c1C	-1.2	-0.7	-2.7	-9.2	0.2	4.8	-4.2	6.4	9.3	18.0
C(=NN=C1c2ccccc2-c2ccccc21)c1c[nH]c2ccccc12	-0.4	17.1	0.4	-9.9	0.8	49.3	-1.9	7.5	-1.0	4.8
Cc1ccc(NC(=O)c2noc3c2CCC3)cc1C	1.4	32.7*	-8.7	-4.7	-1.3	27.4	3.6	-11.2	9.7	47.2
Cc1cc(/C=N/n2cnnc2)c(C)n1-c1ccc2ncccc2c1	0.5	-0.1	-2.0	-1.9	-0.5	15.0	-0.7	10.9	0.4	-16.2
Cc1cccc(Cn2c(C(C)(C)C)cc3cccnc32)c1	0.0	-2.3	-0.8	0.3	-0.8	0.4	-0.2	0.6	2.6	5.4
O=[N+]([O-])c1cc(C(F)(F)F)ccc1NCCc1c[nH]c2ccc(O)cc12	3.4	-2.8	-5.7	0.4	-0.8	-3.2	1.5	-32.8	-0.2	-0.4
C(=N\Nc1ccccc1)/c1ccc(N2CCOCC2)cc1	4.5	.	-8.1	-9.8	-2.3	54.2	7.6	-19.9	.	108.9*

Reformatted in CSV form: part of the list above
compound,V-ATPase pH,Wnt act,dFosB activator,PvdQ acylase,CDK5 inh,SR-BI DiI inh,HTR5A ag,HTR5A inv ctr,NSD2 HMT inh,MITF act
Cc1cc(NC(=O)C2C3C(=O)N(CCC(C)C)C(C(=O)NCc4ccccc4)C34C=CC2(C)O4)no1 (centres undefined),-1.5,.,-5.1,-12.8,0.1,-12.1,4.6,18.3,4.4,13.1
Cc1nc(NC(=O)COC(=O)c2cc3c(s2)CCC(C)C3)c(Cl)cc1Cl (centres undefined),-5.1,.,-2.2,-1.3,-1.2,-11.9,2.8,-13.1,-1.8,-8.1
COc1cccc(CN2CCc3ccc(NC(=O)CCc4ccc(C)cc4)cc3C2)c1O,1.5,-1.0,-0.9,-8.7,.,64.4,3.9,-15.7,1.9,6.4
CN(C(=O)c1ccc2c(=O)n3c(nc2c1)CCCCC3)c1ccccc1Cl,-2.1,8.9,-5.3,2.7,-0.1,.,-2.0,-10.4,-3.8,11.2
O=C(NC1CCN(Cc2ccccc2)CC1)c1ccc(Cn2c(=S)[nH]c3ccc(N4CCOCC4)cc3c2=O)cc1,-3.6,13.0,34.2*,-16.8,-0.2,-21.2,1.2,3.5,-4.8,81.1*
CCOC(=O)C(NC(=O)Nc1ccc(F)cc1F)(Oc1ccccc1)C(F)(F)F (centres undefined),-4.0,.,4.7,6.7,.,-0.8,3.1,1.9,12.3,-4.9
Cc1ccc(S(=O)(=O)Oc2ccc3ccc(O)cc3c2)cc1,1.4,-0.8,-5.8,-5.8,0.8,2.3,0.6,-2.0,.,.
CCN(CC(=O)Nc1cc(Cl)ccc1C)C(=O)c1ccc2c(c1)NC(=O)C(C)S2 (centres undefined),-2.6,-5.3,-7.3,-8.9,-1.4,14.3,-1.1,2.7,0.7,-2.6
O=C(CCC(=O)Nc1ccc(Br)cc1)N/N=C/c1ccc(O)cc1,0.9,-9.1,1.0,7.4,1.1,12.5,-2.3,9.0,-4.1,.

Screening results (PubChem)
